# LGR2 inh – Drosophila LGR2 receptor signaling inhibition; HEK293 LGR2, CRE-luciferase, bursicon-stimulated, 4 h; inhibition, % at 9.99 µM; 0.35% of 380,000 active;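 active = drop in luminescence signal, shown as inhibition above about 50% in the replicate tests, limit read from the data, passing the limit was not always enough; inconclusive = probably only some replicates passing the limit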;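 note: agonist challenge used bursicon conditioned medium at about half maximal strength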
# DENV2 CPE – inhibitors of DENV2 cytopathic effect; AID 651640; DENV2-infected cells, cytopathic effect rescue, plate reader; CPE inhibition, % at 9.99 µM; 1.7% of 350,000 active; in the data active = CPE inhibition above about 20%, passing the limit was not always enough; inconclusive = no clear call, values can overlap the other calls; tested in BHK-21 cells;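 note: 0% = median of neutral control wells and 100% = median of positive control wells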
# SIRT5 inh – sirtuin-5 (human) deacylase inhibition | Q9NXA8 | Purified SirT5, succinyl-peptide AMC, trypsin-coupled fluorescence | inhibition, % at 15 µM | 1.1% of 330,000 active | AID 652115; in the data active = inhibition above about 15%; inconclusive = no clear call, values can overlap the other calls
# Target sequence (Q9NXA8 whole entry, looked up): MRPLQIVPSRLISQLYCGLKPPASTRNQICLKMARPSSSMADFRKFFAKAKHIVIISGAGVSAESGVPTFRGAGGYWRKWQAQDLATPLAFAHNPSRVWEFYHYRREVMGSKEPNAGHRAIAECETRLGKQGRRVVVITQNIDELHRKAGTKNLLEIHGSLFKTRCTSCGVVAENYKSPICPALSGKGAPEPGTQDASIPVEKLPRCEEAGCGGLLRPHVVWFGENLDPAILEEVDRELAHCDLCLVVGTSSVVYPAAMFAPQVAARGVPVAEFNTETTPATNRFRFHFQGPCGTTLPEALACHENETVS
# EWS-Fli block – inhibitors of EWS/Fli oncoprotein transcriptional activity; A673 NR0B1-luciferase reporter, viability-normalised; inhibition, % at 12.6 µM; 0.67% of 350,000 active;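 active = mean inhibition of at least 50% after viability correction, with every replicate also passing that limit; inconclusive = mean reaches 50% but only one of two replicates passes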;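 note: firefly luciferase signal divided by Alamar Blue viability fluorescence both relative to DMSO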
# Casp6 inh – caspase-6 (human) enzyme inhibition; P55212; purified caspase-6, Z-VEID-R110 cleavage fluorescence; inhibition, % at 12.5 µM; 0.53% of 350,000 active; AID 686996;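 active = mean inhibition across replicates at least about 35%, with every replicate also reaching that limit, limit read from the data; inconclusive = only one of the two criteria met; inactive = neither criterion met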;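 note: 0% = median of neutral control wells and 100% = no fluorescence left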
# Target sequence (P55212 24-179 limits assumed): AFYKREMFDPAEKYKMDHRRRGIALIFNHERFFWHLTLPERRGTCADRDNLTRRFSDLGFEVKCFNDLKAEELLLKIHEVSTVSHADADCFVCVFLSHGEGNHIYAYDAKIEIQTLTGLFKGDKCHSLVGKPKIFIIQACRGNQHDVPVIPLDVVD
# Target sequence (P55212 194-293 limits assumed): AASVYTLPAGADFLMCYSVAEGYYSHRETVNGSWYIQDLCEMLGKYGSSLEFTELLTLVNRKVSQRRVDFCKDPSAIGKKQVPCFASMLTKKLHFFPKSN
# ARNT TACC3 PPI – ARNT/TACC3 interaction disruption. inhibition, % at 9.99 µM. Q9Y6A5. 0.66% of 390,000 active. AID 623870. AlphaScreen His-ARNT PAS-B/GST-TACC3 binding, luminescence; TACC3 fragment carries E629A point mutation;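 active = mean inhibition of replicates at least 50% and at least half of replicates each reaching 50%; inconclusive = half or more replicates reach 50% but mean below 50%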;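 note: 0% = complete ARNT plus TACC3 wells and 100% = ARNT alone without TACC3; many hits fall short of the cut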
# PAX8 reporter – inhibitors of PAX8 transcriptional activity in RMG-I cells | RMG-I TPO-luciferase reporter, SteadyGlo, 24 h | inhibition, % at 12.6 µM | 1.2% of 360,000 active;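 active = mean replicate inhibition at least 60% with every replicate also reaching 60%; inconclusive = only one of the two criteria is met; inactive = mean below 60% and not all replicates reaching 60%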;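 note: luciferase light reporting Pax8 driven TPO promoter activity; plate controls were median of neutral control wells for no effect and mitoxantrone controls for full effect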
# The depositor's hits bear a star; ? = inconclusive; . = no result given.
SMILES,LGR2 inh,DENV2 CPE,SIRT5 inh,EWS-Fli block,Casp6 inh,ARNT TACC3 PPI,PAX8 reporter
Cc1ccc(S(=O)(=O)Nc2ccc3c(c2)C(=O)N([C@@H](C)CO)C[C@@H](C)[C@H](CN(C)S(=O)(=O)c2cccs2)O3)cc1,3,-9,0,1,1,-5,.
CC(CCc1ccccn1)(CCc1ccccn1)C(=O)c1ccccc1,14,-2,.,-5,1,-1,15
CC(C)Nc1nc2ccccc2c(=O)[nH]1,13,1,0,7,3,-4,4
CCCCOc1ccc(C(=O)NCC(=O)NC2CCN(Cc3ccccc3)CC2)cc1,9,1,0,.,-4,-18,13
Cc1ccc(S(=O)(=O)Nc2ccc3c(c2)C(=O)N(C)[C@@H]2CC[C@H](CC(=O)NCCc4ccncc4)O[C@@H]2CO3)cc1,8,-2,-2,-1,1,-5,-7
CN(C)N(Cc1ccccc1)C(=O)C(O)(c1ccccc1)c1ccccc1,20,-3,-3,-12,2,-3,-28
C[C@@H]1CN([C@H](C)CO)C(=O)c2cc(Br)cnc2O[C@H]1CN(C)Cc1ccc2c(c1)OCO2,-5,-2,-8,-4,2,-1,.
Cc1ccc(S(=O)(=O)N(C)C[C@@H]2Oc3c(NC(=O)Nc4ccc(F)cc4)cccc3C(=O)N([C@H](C)CO)C[C@@H]2C)cc1,.,0,1,-5,1,-5,15
COCC1CCN(C(=O)c2ccc3nc(Cc4cccc(Cl)c4)oc3c2)CC1,-13,13,.,-12,4,.,-3
COc1ccc(-c2ccc([C@@H]3[C@@H](C#N)N(C(=O)C4CC4)[C@H]3CO)cc2)cc1,-15,8,5,-4,-11,-24,11
O=C1C=C(OCCF)CC(c2cccc(Cl)c2)O1 (centres undefined),32,4,0,-4,3,.,8
CCOc1ccc(/C=N/NC(=O)c2cc3c(OC)cccc3[nH]2)cc1,-3,3,-3,26,1,-3,11
Cc1nc2ccccc2c2oc(C(=O)N3CCN(C4CCCCC4)CC3)cc12,-5,-6,.,-1,-2,4,7
C[C@@H]1CN([C@@H](C)CO)C(=O)c2cc(NC(=O)CCC(F)(F)F)ccc2O[C@@H](C)CCCCO[C@H]1CN(C)S(=O)(=O)c1ccc(Cl)cc1,-2,15,10,3,0,1,30
CC(C)c1ccc(S(=O)(=O)N2CCN(C(C)C(=O)NC3CCCC3)CC2)cc1 (centres undefined),-17,-6,1,6,3,7,9
CCCCCn1c(=O)[nH]c2cc(C(=O)N3CCN(c4ccccc4F)CC3)ccc2c1=O,-12,-3,-4,31,3,0,3
Cc1ccc(N2CCN(c3ccc(C)cc3)C2c2ccccn2)cc1,-73,5,-2,-32,2,10,.
CC(C)NC(=O)NCC[C@H]1CC[C@H](NS(=O)(=O)c2ccc(Oc3ccccc3)cc2)[C@@H](CO)O1,0,1,2,-25,1,1,7
COc1ccc(NC(=O)C2CCCN2S(=O)(=O)c2ccc3c(c2)CC(C)N3C(C)=O)cc1OC (centres undefined),6,-5,3,2,5,2,0
CC(C)C1C(=O)N(Cc2cn(CCC3OCCO3)nn2)CCS(=O)(=O)N1Cc1ccc(-c2ccccc2Cl)cc1 (centres undefined),7,-6,2,-2,-1,.,28
CCCNC(=O)C[C@H]1CC[C@H]2[C@H](COc3ccc(NS(=O)(=O)CC)cc3C(=O)N2C)O1,0,-1,-1,3,0,3,10
C[C@]12C=CC(=O)C=C1CC[C@@H]1C2=CC[C@]2(C)[C@@H](C(=O)CN3CCN(c4cc(N5CCCC5)nc(N5CCCC5)n4)CC3)CC[C@@H]12,.,8,-8,15,-18,29,-11
O=C(COC(=O)c1c(Cl)ccc(Cl)c1Cl)NCC1CCCO1 (centres undefined),12,2,-3,-1,1,.,3
CCOc1cc(NC(=S)NCCCN2CCOCC2)c(OCC)cc1NC(=O)c1ccco1,12,-1,-7,3,-3,25,-15
CC(Sc1nc(-c2ccc(F)cc2)cs1)C(=O)N1c2ccccc2CC1C (centres undefined),12,-3,26*,13,1,.,26
O=C(C[C@H]1CC[C@H](NC(=O)C2CCC2)[C@H](CO)O1)NCC1CC1,6,-1,0,-1,0,0,-4
O=C1CCCC2=C1C(c1cccc(O)c1)c1c(ccc3ncccc13)N2 (centres undefined),.,?,0,3,11,5,2
C[C@@H]1CN([C@H](C)CO)C(=O)c2cc(NC(=O)Nc3ccc(C(F)(F)F)cc3)ccc2O[C@@H]1CN(C)S(=O)(=O)c1ccccc1,-3,-6,9,-4,0,.,.
Cc1ccc(SCC(=O)OCC(=O)N(CCC#N)c2ccccc2)cc1,-14,3,1,5,0,3,-8
C[C@@H]1CCCCO[C@@H](CN(C)Cc2ccc(C(=O)O)cc2)[C@@H](C)CN([C@H](C)CO)C(=O)c2cc(NC(=O)Nc3ccccc3)ccc2O1,2,-1,0,-3,0,.,-7
C/C=C/C(=O)Nc1nnc(C2CCCCC2)s1,.,1,-1,-10,1,-6,-44
COc1ccc(Cn2nnnc2CN2CCC(O)(c3ccc(F)cc3)CC2)cc1,-13,-7,1,1,-1,2,3
C[C@@H]1CN([C@H](C)CO)C(=O)c2cc(NC(=O)Cn3cnnn3)ccc2O[C@H]1CN(C)C(=O)Nc1ccc(F)cc1,-3,-3,0,-5,1,-17,9
Cc1ccc(S(=O)(=O)N2CCC(C(=O)NCc3ccccc3CN3CCCC3)CC2)cc1C,-21,-6,-7,18,-19,.,-2
C[C@@H]1CCCCO[C@H](CN(C)Cc2ccc(C(F)(F)F)cc2)[C@H](C)CN([C@@H](C)CO)C(=O)c2cc(NC(=O)c3ccccc3)ccc2O1,-4,140*,6,64*,0,-4,85*
CCCCC(=O)c1ccc(OC(=O)c2ccc([N+](=O)[O-])cc2)cc1,-5,-7,-7,-4,0,.,-24
Cc1ccc(N(CC(O)Cn2nc(C)cc2C)S(=O)(=O)c2ccc3ccccc3c2)cc1 (centres undefined),10,5,-3,7,4,0,-8
O=C(Nc1ccc(F)cc1)c1csc(Cc2ccccc2)n1,-44,3,1,-30,-3,-14,-16
Cc1noc(C)c1NC(=O)Nc1ccc2c(c1)C(=O)N([C@@H](C)CO)C[C@H](C)[C@H](CN(C)CC1CCCCC1)OCCCC[C@@H](C)O2,-4,3,-4,-5,0,8,.
COc1ccc(S(=O)(=O)N(C)C[C@@H]2Oc3c(NC(=O)c4ccc(-c5nccs5)cc4)cccc3C(=O)N([C@H](C)CO)C[C@@H]2C)cc1,8,9,-3,12,1,9,.
CC(=O)Nc1ccc(S(=O)(=O)N2CCN(c3cccc(C)c3C)CC2)cc1,5,2,0,14,1,6,52
COc1ccc(NC(=O)CSc2sc3c(O)cc(=O)[nH]c3c2C#N)c(OC)c1,17,-5,13,14,59*,-5,-6
O=C(C[C@@H]1CC[C@H](NC(=O)C2CCOCC2)[C@H](CO)O1)Nc1ccccc1,13,16,-2,2,1,.,.
C/C(=N\NC(=O)c1ccc(-c2ccccc2)cc1)c1ccco1,-41,-6,0,-43,-1,-6,-23
CCCN(CC(=O)Nc1ccccc1C)C(=O)C1CCN(S(=O)(=O)c2ccc3c(c2)OCCO3)CC1,-9,-6,-2,-2,-2,0,9
Cc1ccc(C(=O)NNC(=O)COC(=O)COc2ccccc2C#N)cc1,26,-4,2,-56,1,-3,2
CCCCN(C=O)c1c(CC)nc2c(OCc3ccc(S(C)(=O)=O)cc3)cccn12,-4,11,-3,5,3,.,-14
CC(C)CCSc1nc2ccccc2[nH]1,-62,7,-5,-105,-4,-2,-232
O=C(C[C@H]1CC[C@H](NC(=O)Nc2cccc(F)c2)[C@H](CO)O1)NCC1CC1,16,?,3,2,-1,-7,11
Cc1cc(C)cc(OCC(=O)N(C)CC(=O)Nc2ccc(N3CCOCC3)cc2)c1,19,8,0,4,1,-4,75*
NCC[C@H]1CC[C@@H](NC(=O)C2CCC2)[C@@H](CO)O1,5,0,1,-3,0,-8,0
CC1C(=O)Nc2ccccc2N1C(=O)c1ccc(F)cc1F (centres undefined),5,-7,-6,7,-4,9,12
COc1ccc(C2=NS(=O)(=O)N(C)C(C(=O)N3CCN(C)CC3)=C2)cc1,13,-4,2,-12,-1,-2,16
CC(=O)C(Cc1ccc(Cl)nc1)(Cc1ccc(Cl)nc1)C(C)=O,-6,1,-3,7,2,-4,1
CC(C)(C)C(=O)Nc1ccc2c(c1)OCCOCCOc1cc(NC(=O)C(C)(C)C)ccc1OCCOCCO2,2,8,-2,-12,5,5,7
Fc1ccc(NC(=S)Nc2cccnc2)cc1Cl,-3,1,-3,12,6,-2,-19
CC(C)NC(=O)Nc1ccc2c(c1)C(=O)N([C@H](C)CO)C[C@@H](C)[C@H](CN(C)C(=O)c1ccccc1)OCCCC[C@H](C)O2,11,?,2,0,2,-5,4
CCN(Cc1cnn(C)c1)Cc1nc(Cc2ccccc2Cl)no1,-18,4,-5,-10,-2,-13,9
Cc1cccc(Cn2c(N(C)CCO)nc3c2c(=O)[nH]c(=O)n3C)c1,4,1,.,4,-1,.,-9
Cc1ccn2c(=O)c(NC(=O)c3ccc4c(c3)OCO4)c(C)nc2c1,-13,20,.,-8,2,.,-1

# Two of the compounds above, with two lines to a compound.
# Under each structure: LGR2 inh	DENV2 CPE	SIRT5 inh	EWS-Fli block	Casp6 inh	ARNT TACC3 PPI	PAX8 reporter
CCOc1ccc(/C=N/NC(=O)c2cc3c(OC)cccc3[nH]2)cc1
  -3	3	-3	26	1	-3	11
Cc1nc2ccccc2c2oc(C(=O)N3CCN(C4CCCCC4)CC3)cc12
  -5	-6	.	-1	-2	4	7

# Next results follow.
SMILES,LGR2 inh,DENV2 CPE,SIRT5 inh,EWS-Fli block,Casp6 inh,ARNT TACC3 PPI,PAX8 reporter
Cc1cc(C(=O)O)cc(S(=O)(=O)NNC(=O)c2cccs2)c1C,-5,2,1,-17,-2,1,1
CCN1[C@H](C(=O)NC2CCCC2)[C@@H](CO)[C@@H]2Cn3c(ccc(-c4ccccc4F)c3=O)[C@@H]21,-6,-9,1,-3,2,-9,10
c1ccc(-c2cc(-c3cc(-c4ccccc4)on3)no2)cc1,7,-4,.,-81,-3,.,-77
COc1ccc(CCN2CC(C(=O)N3CCCCCC3)CCC2=O)cc1 (centres undefined),19,-6,-3,.,0,2,-1
Cc1cc(C)n(S(=O)(=O)c2ccc(F)cc2)n1,5,-5,1,-4,-2,-7,-2
COc1ccc(S(=O)(=O)NC2CCCCC2)cc1C(=O)N1CCCCC1,-16,1,-3,10,31,-16,1
Cn1cccc1/C=N/NC(=O)c1cccc(OC(F)(F)C(F)F)c1,-30,?,-3,-2,-2,12,-48
Cc1cccc(S(=O)(=O)N2C[C@@H]3[C@H](c4ccccc42)[C@@H](CO)N3CC2CCCC2)c1,-11,-14,15,7,1,8,3
O=S(=O)(c1ccc(F)cc1)N1CCCCN2[C@H](C1)[C@@H](c1ccc(-c3cncnc3)cc1)[C@@H]2CO,8,?,5,-5,2,-4,4
Cc1ccc(O)c(N=Nc2ccccc2)n1,?,-7,-6,-84,-3,-3,-108
Cc1ccc(OCc2ccc(C(=O)N3CCCC3)o2)c([N+](=O)[O-])c1,-10,-1,.,-21,2,8,-45
Cc1ccccc1S(=O)(=O)N[C@@H]1CC[C@@H](CCNS(=O)(=O)c2cccc(F)c2)O[C@H]1CO,0,-4,-5,-6,2,-5,20
CCC(=O)Nc1cccc(Oc2nc(C)cc(C)c2C#N)c1,8,0,-3,-2,0,-8,-15
CCCC(C)Sc1nc2c([nH]1)c(=S)n(C)c(=O)n2C (centres undefined),-13,9,.,34,-1,19,-3
Clc1ccc(-c2nnc(-c3cccnc3)o2)cc1,-27,-1,-4,-90,-2,-6,-91
CC1CCN(CCC(=O)N2CCCc3c2c(=O)oc2ccc(O)cc32)CC1,19,.,0,.,6,32,17
Cc1nn(S(=O)(=O)c2ccccc2)c(C)c1S(=O)(=O)N1CCC(C)CC1,-7,4,-2,.,-6,-1,-1
COc1ccc(NC(=O)CN(C)C(=O)CCCc2nc3ccccc3c(=O)[nH]2)cc1,9,-2,-5,-6,1,-2,11
